USP1-UAF1 inh – inhibitors of human USP1/UAF1 deubiquitinase | O94782 | recombinant USP1/UAF1, Ub-Rhodamine cleavage fluorescence | Potency, µM (series often up to 57.1 µM), for inactives: at the top dose activity change, negative = inhibition, usual class: inhibitors | 390,000 tested, 0.23% active | AID 743255; further: potency means the concentration at half of the fitted maximal effect; on the % scale 0 is the no-effect control and ±100 the full control effect; nearly all actives have a fitted effect of over 60% in size; inactives centre near -12
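1 nM enzyme complex + cpd, 15 min RT; start with Ub-Rho 150nM final; kinetic fluorescence ex 480/em 540, 6 reads q60 s. Buffer 50mM HEPES pH 7.8, 0.5mM EDTA, 0.1 mg/ml BSA, 1mM TCEP, 0.01% Tween-20.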
LDHA block – inhibitors of human lactate dehydrogenase A; P00338; purified LDHA, NADH/diaphorase-resazurin fluorescence; stronger effect = lower value; activity change, % (values are at about 110 or 230 µM); 480,000 tested, 0.15% active; AID 1347041; in the data active means activity change below about -30%; inconclusive means mostly about -25% to -30%;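 further: plate controls were DMSO wells for no effect and wells without enzyme for full effect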
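Enzyme activity of human lactate dehydrogenase 5 (2 nM; 0.06 mM NADH, 0.2 mM pyruvate, 5 min, RT) is measured via a resazurin/diaphorase fluorescence readout of residual NADH.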
GRP78 ERSR act – inducers of ER stress response in human glioma cells; Potency, µM, for inactives: at the highest dose activation, usual class: activators; 420,000 tested, 0.02% active; U87-MG GRP78 promoter luciferase reporter, 16 h; further: potency means the concentration at half of the fitted maximal effect; series mostly up to about 76 µM; % of control where 0% means no effect; nearly all actives have a fitted effect of over 35% in size
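Stably transfected U87-MG human glioma cells carrying a GRP78-based luminescent sensor were seeded at 1000 cells/well, pin-dosed with compounds and incubated 16 h. Luciferase reagent was then added, and end-point luminescence was read after 10 min at room temperature.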
Vif-A3G inh – blocks the Vif interaction with human APOBEC3G; 410,000 tested, 0.076% active; AID 602310; Q9HC16; HeLa A3G-eYFP + Vif (tagged APOBEC3G with the HIV-1 protein that degrades it), YFP fluorescence, overnight; Potency, µM (top dose mostly 46.1 µM), for the others: at the highest dose activity, negative = active, hits mostly inhibitors;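 further: potency means the concentration at half of the fitted maximal effect; on the % scale 0 is the no-effect control and ±100 the full control effect; nearly all actives have a fitted effect of over 60% in size; hits raise eYFP signal because A3G escapes Vif-driven loss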
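HeLa cells stably expressing Vif and C-terminally eYFP-tagged A3G, seeded overnight at 37 deg C, then exposed to compound by pintool overnight at 37 deg C. Rise in yellow fluorescence (Ex 488/Em 500-530, Acumen) marks blocked Vif-driven A3G degradation.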
Vif-APOBEC3F blk – Vif-A3F binding inhibition | Potency, µM (top dose mostly 46.1 µM), without a hit: at the top dose activity, negative = active | AID 602313 | HeLa A3F-eYFP + Vif (tagged APOBEC3F with the HIV-1 protein that degrades it), YFP fluorescence increase | 390,000 tested, 0.2% active; further: potency means the concentration at half of the fitted maximal effect; % of control where 0% means no effect; nearly all actives have a fitted effect of over 65% in size
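HeLa cells stably expressing A3F-eYFP plus Vif, plated and incubated overnight at 37 deg C, then exposed to compounds overnight at 37 deg C. Blocked degradation read as raised yellow fluorescence (Ex 488/Em 500-530).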
RXFP1 ag – agonists of human relaxin receptor RXFP1 | HEK293T-RXFP1 cAMP TR-FRET, 30 min; response scale: percent of porcine relaxin response, buffer zero | Potency, µM (titrated, usually from 57.5 µM), for inactives: at the highest dose activation, actives largely listed as activators | 370,000 tested, 0.3% active | AID 2676; further: potency means the concentration at half of the fitted maximal effect; on the % scale 0 is the no-effect control and ±100 the full control effect; nearly all actives have a fitted effect of over 60% in size; many of its hits are not listed in these tables
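cAMP rise read by TR-FRET after 30 min, 37C compound exposure (up to 58 uM) in RXFP1-transfected HEK293 cells with Ro 20174 present. EC50 from Hill-equation fits, with 29 nM porcine relaxin as 100% and buffer as basal.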
TrxR1 substrate – substrates of rat thioredoxin reductase 1. Potency, µM (top dose mostly 114 µM), inactives show top-dose activity change, negative = substrate turnover. AID 588456. purified TrxR1 substrate turnover, NADPH consumption readout. 390,000 tested, 0.01% active; further: potency means the concentration at half of the fitted maximal effect; on the % scale 0 is the no-effect control and ±100 the full control effect; nearly all actives have a fitted effect of over 50% in size
Target sequence (O89049 whole entry, looked up): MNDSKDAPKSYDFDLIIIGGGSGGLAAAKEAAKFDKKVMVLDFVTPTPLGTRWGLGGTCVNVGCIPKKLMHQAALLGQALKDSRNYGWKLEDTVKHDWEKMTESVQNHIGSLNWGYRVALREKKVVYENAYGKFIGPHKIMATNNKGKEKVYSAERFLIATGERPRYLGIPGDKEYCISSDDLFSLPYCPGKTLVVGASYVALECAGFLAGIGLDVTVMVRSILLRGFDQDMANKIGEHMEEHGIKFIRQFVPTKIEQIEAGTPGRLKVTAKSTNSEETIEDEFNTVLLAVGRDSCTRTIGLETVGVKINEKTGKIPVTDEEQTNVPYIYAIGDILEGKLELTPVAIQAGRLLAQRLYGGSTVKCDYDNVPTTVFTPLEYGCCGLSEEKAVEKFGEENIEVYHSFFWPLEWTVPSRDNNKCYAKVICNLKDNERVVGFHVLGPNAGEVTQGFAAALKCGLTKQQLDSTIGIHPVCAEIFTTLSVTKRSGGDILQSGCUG
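Rat TrxR1, dispensed at 90 nM, was prereduced with 400 uM NADPH (final) for 5 min at ~22 deg C, then incubated with compound 15 min before 400 uM selenite. A first-read NADPH fluorescence drop versus no-compound background flagged substrates.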
IDH1 R132H inh – inhibitors of human mutant IDH1 R132H. O75874. IDH1-R132H enzyme, NADPH consumption, diaphorase/resazurin fluorescence. Potency, µM (top dose mostly 76.6 µM), inactives show top-dose activity change, negative = inhibition, most hits filed as inhibitors. 390,000 tested, 0.093% active; further: potency means the concentration at half of the fitted maximal effect; on the % scale 0 is the no-effect control and ±100 the full control effect; nearly all actives have a fitted effect of over 65% in size
Target sequence (O75874 whole entry R132H, stated change not applied): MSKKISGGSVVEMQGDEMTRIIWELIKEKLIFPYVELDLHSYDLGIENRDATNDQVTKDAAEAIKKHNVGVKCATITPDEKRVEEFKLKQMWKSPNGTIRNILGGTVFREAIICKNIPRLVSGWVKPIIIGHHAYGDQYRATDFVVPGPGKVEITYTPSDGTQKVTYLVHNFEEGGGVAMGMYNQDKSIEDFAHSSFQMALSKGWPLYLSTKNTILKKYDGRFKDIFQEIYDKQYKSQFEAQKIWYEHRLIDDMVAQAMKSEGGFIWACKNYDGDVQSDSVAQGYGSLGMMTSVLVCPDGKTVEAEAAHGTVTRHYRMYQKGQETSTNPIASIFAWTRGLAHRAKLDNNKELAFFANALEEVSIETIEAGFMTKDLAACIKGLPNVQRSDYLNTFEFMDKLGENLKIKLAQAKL
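IDH1-R132H (0.5 ug/mL) preincubated 30 min with compound, then NADPH (0.016 mM) and alpha-KG (2 mM) added; 80 min at RT, pH 7.5. Remaining NADPH coupled via diaphorase/resazurin to fluorescence (540/590 nm); concentration-response curves normalized to no-enzyme control.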
PI4K2A block – inhibitors of human PI4K2A; Q9BTU6; purified PI4K2A, ADP-Glo luminescence, 1 h; stronger effect = lower value; activity change, negative = inhibition, % at 76.9 µM; 420,000 tested, 0.13% active; AID 1346378; in the data active means activity change below about -50%; inconclusive means mostly about -30% to -49%;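 further: -100% = wells without enzyme as full effect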
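Compounds are screened against recombinant PI4K2A using PI as substrate and ATP, the latter dispensed at 300 microM. Reactions run one hour at ambient temperature before ADP-Glo detection; full inhibition defined by wells lacking enzyme.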
The depositor's hits bear a star; ? = inconclusive; . = no result given; & = joins results of further samples; [ ] = remark or other dose. Unless noted, the call rests on the fitted dose curve; in most records, active means well fitted curve in the direction sought with a large enough effect; inconclusive means small, poorly fitted or top-dose-only effect, or another doubt; inactive means no such curve, though single readings can be large; an effect the other way counts as inactive or inconclusive. These rows are one share of the data; the hit share may differ from the screen's.

SMILES | USP1-UAF1 inh | LDHA block | GRP78 ERSR act | Vif-A3G inh | Vif-APOBEC3F blk | RXFP1 ag | TrxR1 substrate | IDH1 R132H inh | PI4K2A block
COC(=O)C/C=N/N=C1/NC(=O)/C(=C/C(=O)O)S1 | -10.6% | 2.0 | 1.5% | 0.3% | -7.1% | 1.6% | -15.5% | 15.3% | -21.3
COc1ccc(Cc2nnc3c4cnn(C)c4ncn23)cc1 | -8.9% | -1.3 | -2.0% | -1.6% | -10.0% | 2.1% | 3.4% | 8.7% | 3.4
CC1(C)NC(=O)N(CC(=O)OCC(=O)c2ccc(F)cc2)C1=O | -16.6% | -8.1 | 1.1% | -0.9% | 0.4% | 0.2% | -1.2% | -1.9% | 0.9
COc1ccc(CC(=O)Nc2nc(-c3cccnc3)cs2)cc1 | -0.9% | -5.8 | -2.3% | -1.2% | -10.7% | 0.0% | -13.9% | 12.5% | 5.1
CCOc1ccccc1NC(=O)c1sc2nc3c(cc2c1N)CN(Cc1ccccc1)CC3 | -13.2% | 0.1 | -2.4% | -6.0% | -25.1% | 2.9% | 16.9% | 0.0% | -0.6
COc1ccc(OC)c2[nH]c(=O)c(CCNC(=O)c3ccc(S(=O)(=O)N(C)C)cc3)cc12 | -6.7% | 5.4 | -3.3% | 0.0% | 0.8% | -1.1% | -4.2% | -0.8% | -5.8
CCc1ccc(C(=O)Nc2ccc(C)c(NS(C)(=O)=O)c2)cc1 | -11.9% | -3.3 | 5.2% | -0.3% | -4.4% | 3.4% | -2.5% | 1.2% | 4.5
COc1ccccc1N1CCN(c2nc(-c3ccc(C)cc3)nc3ccccc23)CC1 | 1.6% | -1.4 | -4.4% | -8.2% | -3.8% | -0.1% | 8.6%[57.1 µM] | -11.7% | -1.2
CN(CC(=O)Nc1cccc(S(=O)(=O)N2CCCCC2)c1)Cc1ccc(F)cc1 | -20.7% | -2.3 | 2.1% | 1.4% | 0.0% | 1.2% | -4.2% | -2.3% | -0.3
CCCCCCCCn1c(N2CCN(c3cccc(Cl)c3)CC2)nc2c1c(=O)[nH]c(=O)n2C | -5.9% | -9.7 | -5.0% | -0.1% | 11.3% | 0.3% | -1.5% | 6.8% | -4.2
CC(=O)c1ccc(NC(=O)CSc2nnc(N)s2)cc1 | 7.5% | -3.1 | 2.5% | 3.3% | -4.8% | 1.0% | -3.6% | 8.9% | 0.7
Cc1ccc(S(=O)(=O)N(C)c2ccc(OCC(=O)OCc3nnc(-c4ccccc4)o3)cc2)cc1 | -18.2% | -7.2 | -2.6% | 2.9% | 11.5% | . | -3.0% | 3.3% | -7.1
O=C(NCCCn1ccnc1)c1ccc(OCC(F)(F)F)cc1 | -19.0% | -1.3 | -2.6% | 2.3% | 11.4% | -2.7% | 6.5%[57.1 µM] | 3.5% | -0.1
Cc1ccc(C)c(NC(=O)C[n+]2ccccc2)c1 | -3.5% | -3.1 | -5.2% | 0.5% | 2.6% | 1.5% | 3.7%[57.1 µM] | 9.2% | 4.6
CCc1nc(SCC(=O)Nc2ccc3c(c2)OCCO3)c2oc3ccccc3c2n1 | -7.9% | -4.7 | -2.4% | -1.1% | -13.6% | ? | -4.3% | -0.9% | 2.5
COc1cc(C(=O)Nc2nc(-c3cc(C)ccc3C)c(C)s2)ccc1OCC(=O)Nc1ccc(F)cc1 | -12.5% | -1.8 | -6.9% | -6.0% | -14.3% | 31.6µM* | 32.3% | -1.0% | -1.0
Cc1ccc(S(=O)(=O)Cn2nnnc2CN2CCCC3(CCCCC3)C2)cc1 | -16.9% | 6.1 | -2.7% | 2.6% | 0.1% | 0.0% | 0.7% | -1.8% | 2.5
Cc1ccc(-c2n[nH]c(=S)n2/N=C/c2ccncc2)cc1 | 6.3% | -9.8 | -1.7% | -1.4% | 1.6% | 0.9% | 8.8%[57.1 µM] | -2.0% | 0.6
COc1cccc(CNc2nn[nH]n2)c1OC | -8.0% | -2.8 | -2.4% | -5.3% | 0.2% | -0.3% | 5.6% | -3.0% | 3.0
COc1ccc(S(=O)(=O)NNC(=O)c2ccc([N+](=O)[O-])cc2)cc1 | -16.6% | 4.4 | -0.7% | -1.3% | -3.7% | -2.0% | -4.6% | 2.7% | 4.4
O=C1NCCN1Cc1ccccc1F | -8.6% | -0.3 | 2.3% | 0.2% | 1.2% | 1.5% | 6.5% | 2.6% | 5.5
CCN(CC)CCC/C(=N\O)C(O)(c1ccccc1)c1ccccc1 | -9.6% | -3.0 | 0.9% | 0.9% | -11.7% | 1.1% | 1.0% | -0.6% | 2.5
CC(CNC(=O)c1ccccc1[N+](=O)[O-])NC(=O)c1ccccc1[N+](=O)[O-] (stereo not drawn) | -17.3% | -9.6 | -4.2% | -3.9% | -0.1% | . | 9.6%[11.4 µM] | 0.8% | -0.5
CC1=C(C(=O)NC2CCC(C)CC2)C2(CCC(C)CC2)OC1=O (stereo not drawn) | -19.9% | -2.7 | -0.1% | 0.6% | 1.0% | 1.5% | 8.7%[57.1 µM] | 14.1% | -0.6
Cn1ncc2c(NNC(=O)Cc3ccccc3)ncnc21 | -17.1% | -5.0 | -5.2% | 0.2% | -4.4% | 0.3% | -8.2% | -9.1% | -0.3
C/C(CC(=O)Nc1cc(C)ccn1)=N\NC(=O)c1ccccc1C | -11.2% | 12.2 | 6.5% | -8.5% | ? | 0.7% | -2.2%[57.1 µM] | 4.3% | -19.8
CC1(C(=O)NCc2ccc(C(F)(F)F)cc2)CCN1Cc1cc2ccccc2o1 (stereo not drawn) | . | 4.3 | 7.7% | 1.4% | . | . | . | . | -0.2
Cc1ccccc1OCC(=O)N(Cc1nc(-c2ccccc2)no1)C(C)C | -13.3% | 0.2 | -4.4% | 0.9% | -5.7% | 0.6% | -8.8% | 5.3% | 0.1
Cc1cccc(C(=O)N(Cc2ccco2)Cc2ccccc2F)c1 | -24.2% | 2.3 | -1.7% | 3.9% | -7.4% | -2.8% | -13.3% | 19.1% | -2.0
CCn1cc(C(=O)NC2CCCCCC2)c2cc(OC)c(OC)cc2c1=O | -21.0% | -2.0 | -1.1% | 0.0% | -0.9% | 0.2% | 5.2%[57.1 µM] | 2.4% | 1.5
Cc1cccc(C2=NN(c3ccccc3)[C@H](CO)[C@H]2c2ccc(F)cc2)c1 | -10.2% | -0.5 | 2.6%&-1.4% | -10.6% | 2.3% | . | 228.7%[activator] | -8.2% | 0.4
COc1cc(/C=C/C(=O)Oc2coc(CSc3ncccn3)cc2=O)cc(OC)c1OC | 2.4% | -3.1 | -4.3% | -9.9% | 5.7% | -0.8% | 37.1%[activator] | 0.2% | 5.6
CCN(CC)S(=O)(=O)c1cccc(C(=O)N/N=C/c2ccc([N+](=O)[O-])o2)c1 | -3.8% | -3.0 | 14.1% | -21.2% | ? | 8.9% | 2.8%[57.1 µM] | -1.0% | 4.2
CC1(C(=O)Nc2ccc3c(c2)OCCO3)CCC(=O)N1CCOc1ccccc1 (stereo not drawn) | . | -6.5 | -4.2% | 2.1% | . | . | . | . | 1.9
O=C(c1ccccc1)n1c(=O)cc[nH]c1=O | 18.2% | -5.3 | -2.3% | 3.2% | 1.6% | 0.2% | 13.2%[57.1 µM] | -5.2% | 0.6
CCOc1ccc2oc(C(=O)OCC(=O)NC3CCCC3)c(C)c2c1 | -10.2% | -2.6 | -0.2% | -7.2% | 7.2% | 0.8% | 12.7% | 11.7% | 6.1
Cc1cc(C)cc(N2CCN(C(=O)N3CCOCC3)CC2)c1 | -8.5% | -4.8 | -4.1% | 0.3% | 1.5% | -1.8% | -15.0% | 1.6% | 3.7
CCCCN(CC)CCNC(=O)c1cn(CCOC)c(=O)c2c1c1ccccc1n2C | -22.6%&-23.7% | -2.1&-0.6 | -5.6%&-3.9% | 0.1%&4.0% | -6.1%&2.3% | 1.5%&-0.9% | 27.1%&49.7% | -1.1%&-14.4% | -5.0&-3.1
Cn1c(=O)oc2cc(S(=O)(=O)N3CCC(C(=O)NCc4ccccc4)CC3)ccc21 | 1.5%&-21.3% | -12.0&-4.8 | -3.3%&-5.0% | -0.3%&-1.6% | 2.8%&7.9% | 4.8%&2.1% | 4.9%[57.1 µM] | -4.0%&-8.4% | -3.8&2.2
Cc1ccc(S(=O)(=O)N(C)C)cc1NC(=O)CSc1nnc(C2CC2)n1C1CC1 | -6.9% | -7.1 | -8.7% | -10.3% | -10.6% | 3.8% | 0.8% | -19.6% | 4.6
COc1ccc(CNC(=O)[C@H](C)N2C(=O)N3CCc4c([nH]c5ccccc45)[C@@]3(C)C2=O)cc1OC | -23.8% | -4.9 | -3.7% | 1.2% | 3.8% | 0.8% | -1.7% | 1.6% | 3.2
COc1ccccc1-n1cc(C(=O)c2cc(Cl)ccc2O)cc(C#N)c1=O | -15.2% | -4.5&-11.8 | -4.6% | -4.4% | 10.6% | 0.0% | -1.6%[57.1 µM] | -4.7% | 4.2
